# Screening results: PubChem BioAssay, National Center for Advancing Translational Sciences (NCATS)
# Lamin A splicing: qHTS Assay for Modulators of Lamin A Splicing | HeLa LMNA splicing GFP/RFP minigene ratio, 48 h | Potency, µM (series often up to 46.1 µM), without a hit: top-dose ratio change, negative = inhibition, usual class: inhibitors | 0.01% of 200,000 active; active = well fitted inhibition curve with a large enough effect in the signal ratio, with a control signal flat, not every such curve was filed as active; inconclusive = small, poorly fitted or top-dose-only effect, or effect the other way, or a change in a side signal; the % refers to the signal ratio; also: % is scaled to controls: 0 for no effect and ±100 for the full control effect
#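 S3 HeLa cells stably expressing lamin A-EGFP splicing minigene plus DsRed2, 600 cells/well, 48 h compound exposure at 37C. Laser-scanning cytometry; analysed as GFP (500-530 nm)/RFP (575-640 nm) total intensity ratio; 0.5% DMSO vehicle.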
# SMN2 splice enh: qHTS Assay for Enhancers of SMN2 Splice Variant Expression. HEK293 SMN2-luciferase splicing reporter, luminescence, 30-36 h. Potency, µM (series often up to 46.1 µM), for the others: at the highest dose activity change, positive = activation, hits mostly activators. 2.8% of 210,000 active. AID 1458, 2008; also: % of control where 0% means no effect; nearly all actives have a fitted effect of over 55% in size
#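 qHTS luciferase splicing reporter: luminescence rises when SMN2 exon 7 is included in transfected HEK293 cells. Compound exposure lasted 30-36 h at 37C, with 4.5 mM final sodium butyrate as control, followed by a ONE-Glo read.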
# TRb-SRC2 inh: qHTS for Inhibitors of the Interaction of Thyroid Hormone Receptor and Steroid Receptor Coregulator 2; Thyroid hormone receptor beta (Homo sapiens), P10828; TRbeta-SRC2 peptide binding, fluorescence polarization; receptor liganded with 1 µM T3; Potency, µM (highest dose often 106 µM), for the others: at the top dose activity change, negative = inhibition, hits mostly inhibitors; 0.065% of 280,000 active;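 also: plate controls were bound peptide for no effect and peptide without receptor for full effect; nearly all actives have a fitted effect of over 50% in size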
# Target sequence (P10828 whole entry, looked up): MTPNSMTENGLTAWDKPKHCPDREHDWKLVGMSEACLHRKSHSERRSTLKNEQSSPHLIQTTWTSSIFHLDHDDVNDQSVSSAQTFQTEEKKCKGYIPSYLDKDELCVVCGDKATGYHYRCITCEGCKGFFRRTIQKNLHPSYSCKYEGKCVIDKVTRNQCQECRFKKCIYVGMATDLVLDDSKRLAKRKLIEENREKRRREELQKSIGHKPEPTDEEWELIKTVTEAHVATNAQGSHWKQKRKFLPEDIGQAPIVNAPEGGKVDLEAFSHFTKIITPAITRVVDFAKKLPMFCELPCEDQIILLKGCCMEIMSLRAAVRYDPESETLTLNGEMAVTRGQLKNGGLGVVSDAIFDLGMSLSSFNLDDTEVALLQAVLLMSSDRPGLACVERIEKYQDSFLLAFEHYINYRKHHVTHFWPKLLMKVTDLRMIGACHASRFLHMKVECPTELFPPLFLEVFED
#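 Compounds were added to 0.6 uM TRb ligand-binding domain and 20 nM Texas Red-labeled SRC2 peptide in Tris buffer containing 1 uM T3, incubated 5 hr at ambient temperature, then read by fluorescence polarization.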
# JMJD2E inh: qHTS Assay for Inhibitors of Human Jumonji Domain Containing 2E (JMJD2E); Lysine-specific demethylase 4E (Homo sapiens), B2RXH2; JMJD2E catalytic domain, FDH-coupled NADH fluorescence (FDH is formaldehyde dehydrogenase); Potency, µM (top dose mostly 57.1 µM), inactives show at the highest dose activity change, negative = inhibition, usual class: inhibitors; 1.6% of 230,000 active; active = well fitted inhibition curve with a large enough effect, not every such curve was filed as active; inconclusive = small, poorly fitted or top-dose-only effect, or another doubt; inactive = no such curve, though single readings can be large or run the other way;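 also: 0% = wells with enzyme and -100% = buffer wells without enzyme; nearly all actives have a fitted effect of over 50% in size; many of its hits are not listed in these tables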
# RGS12 GoLoco inh: qHTS Assay for Inhibitors of RGS12 GoLoco Motif Activity (Red Fluorophore) | Guanine nucleotide-binding protein G(i) subunit alpha-1 (Homo sapiens), P63096 | Gai1:RGS12 GoLoco peptide FP, rhodamine, 10 min | Potency, µM (titrated, usually from 61.6 µM), without a hit: at the highest dose activity, negative = inhibition, actives largely listed as inhibitors | 0.44% of 230,000 active | AID 880, 2007; active = well fitted inhibition curve with a large enough effect, not every such curve was filed as active; inactive = no such curve, though single readings can be large or run the other way; also: % is scaled to controls: 0 for no effect and ±100 for the full control effect; nearly all actives have a fitted effect of over 30% in size; many of its hits are not listed in these tables
# ALDH1A1 inh: qHTS Assay for Inhibitors of Aldehyde Dehydrogenase 1 (ALDH1A1); 7.3% of 220,000 active; Purified ALDH1A1, NADH fluorescence, propionaldehyde substrate; Potency, µM (highest dose often 75.3 µM), inactives show at the top dose activity, negative = inhibition, usual class: inhibitors; AID 1030, 2008; active = well fitted inhibition curve with a large enough effect, not every such curve was filed as active; inconclusive = small, poorly fitted or top-dose-only effect, or another doubt; inactive = no such curve, though single readings can be large or run the other way;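 also: plate controls were no enzyme wells and a reference inhibitor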
# Target sequence (P00352 whole entry, looked up): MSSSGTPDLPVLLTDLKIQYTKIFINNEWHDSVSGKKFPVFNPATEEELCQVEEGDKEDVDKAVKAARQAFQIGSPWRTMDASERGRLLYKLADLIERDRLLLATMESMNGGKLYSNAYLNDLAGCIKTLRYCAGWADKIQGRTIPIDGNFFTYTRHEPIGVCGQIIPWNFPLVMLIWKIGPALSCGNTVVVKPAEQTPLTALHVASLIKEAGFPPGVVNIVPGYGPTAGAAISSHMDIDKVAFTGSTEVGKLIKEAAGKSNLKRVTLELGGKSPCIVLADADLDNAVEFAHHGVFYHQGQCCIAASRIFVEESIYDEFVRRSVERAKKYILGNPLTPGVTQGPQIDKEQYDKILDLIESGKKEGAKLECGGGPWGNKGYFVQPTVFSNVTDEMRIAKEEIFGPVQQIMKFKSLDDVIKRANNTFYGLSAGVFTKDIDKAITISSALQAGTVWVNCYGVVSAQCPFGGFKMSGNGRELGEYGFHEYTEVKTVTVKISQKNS
# TexasRed fluor: Total Fluorescence Counterscreen for Inhibitors of the Interaction of Thyroid Hormone Receptor and Steroid Receptor Coregulator 2; TRb/SRC2 Texas Red total fluorescence interference; Potency, µM (doses to about 106 µM), for inactives: at the highest dose fluorescence change, negative = quenching; 0.29% of 280,000 active; active = well fitted curve in either direction with a large enough effect; inconclusive = small, poorly fitted or top-dose-only effect; also: % is scaled to controls: 0 for no effect and ±100 for the full control effect
#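 Human TRβ ligand-binding domain (0.6 uM) and Texas Red SRC2 peptide (20 nM) in Tris buffer with 1 uM T3 and 5% DMSO were incubated with pinned compound for 5 hr at ambient temperature. Total fluorescence was computed as S + 2P (555/632 nm).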
# RECQ1 inh: qHTS Assay for Inhibitors of RecQ-Like Dna Helicase 1 (RECQ1) | RECQ1 DNA unwinding, red fluorescence kinetic read | Potency, µM (titrated, usually from 57.3 µM), for inactives: at the top dose activity, negative = inhibition, usual class: inhibitors | 0.54% of 240,000 active | AID 2549, 2010;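 also: plate controls were vehicle for no effect and no enzyme for full effect; nearly all actives have a fitted effect of over 30% in size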
#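 50 nM RECQ1T1 preincubated 15 min with compound in Tris pH 8.0 buffer with MgCl2, DTT, Tween-20 and 2.5 ug/ml poly(dI-dC); started with 200 nM TAMRA/BHQ-2 forked duplex and 2 mM ATP. Unwinding read as fluorescence (525/598 nm), two reads 2 h apart.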
# Starred values were filed as active, the others as inactive; i = inactive; u = inconclusive; x = no result given; & = joins results of further samples; [ ] = another dose, or the depositor's remark. Unless noted, calls follow the shape of the dose curve; as a rule, active = well fitted curve in the direction sought with a large enough effect; inconclusive = small, poorly fitted or top-dose-only effect, or another doubt; inactive = no such curve, though single readings can be large; an effect the other way counts as inactive or inconclusive. Potency is read from the fitted curve at half-maximal effect. This is a subset, so the mix of outcomes need not match the whole.
SMILES,Lamin A splicing,SMN2 splice enh,TRb-SRC2 inh,JMJD2E inh,RGS12 GoLoco inh,ALDH1A1 inh,TexasRed fluor,RECQ1 inh
COc1ccc2c(c1)C1C=CCC1C(c1cc3c(cc1Br)OCO3)N2 (stereo not drawn),u,-14.8%,-5.5%,-4.3%,2.4%,-0.8%,0.4%,i
Cc1cc(-c2ccccc2)nc(N/N=C/c2ccco2)n1,8.4%,12.6%,-8.9%,1.1%,7.0%,-6.3%,-2.2%,i
CCOC(=O)c1c(C)c(C(=O)NCCN2CCOCC2)c(C)n1CC,2.9%,-5.3%,6.2%,8.4%,9.5%,2.7%,1.5%,-5.9%
CC(C)C(NC(=O)OCc1ccccc1)C(=O)NC1CCCCC1 (stereo not drawn),-0.9%,-1.9%,0.0%,3.6%,2.0%,11.4%,1.7%,-4.1%
CC(C)(C)c1ccc(C(=O)N/C(=C/c2cccs2)C(=O)NCc2ccco2)cc1,-0.3%,-6.0%,4.0%,-3.3%,3.0%,-10.5%,0.1%,0.1%
C=CCN1C=CC(=CC=C(C#N)C#N)C=C1,x,x,6.1%,-3.5%,-2.8%,x,-1.2%,-6.8%
Cc1ccc(-c2cc3nc(-c4ccccc4)cc(N)n3n2)cc1,-2.3%,7.08µM*,6.6%,u,45.5%[activator],u,1.0%,-0.6%
CCc1ccc(C2CC(c3ccc(C)cc3)Nc3nc(N)nn32)cc1 (stereo not drawn),-5.4%,5.7%,3.2%,-5.3%,-0.8%,-6.5%,0.0%,-5.5%
CCOC(=O)N1CCN(Cc2cc(=O)oc3cc4c(cc23)CCC4)CC1,2.8%,-16.4%,-3.0%,u,-4.0%,u,1.1%,0.4%
COCCN(CC(=O)NC1CCCCC1)C(=O)CCCC(=O)Nc1ccccn1,15.4%[46 µM],11.0%,-3.9%,6.5%,18.2%,3.8%,-1.0%,i
O=C(Nc1ccc2c(c1)OCO2)Nc1ccc2c(c1)OCO2,-1.1%[46 µM],7.94µM*,-0.9%,3.5%,14.5%,-4.1%,-3.9%,i
COc1ccc2c(c1)O[C@H](c1ccc3c(c1)OCO3)[C@@H](OC(=O)NS(=O)(=O)c1ccc(F)cc1)C2=O,x,-6.4%,-5.3%,4.3%,3.2%,3.2%,-1.4%,i
CC(=O)Nc1ccccc1-c1nc2ccccc2nc1OCC(=O)c1ccc(Cl)cc1,-7.5%,5.4%,1.2%,-8.2%,1.0%,16.8%,-3.3%,-5.8%
COc1cc(C2c3c(oc4ccc(Cl)cc4c3=O)C(=O)N2Cc2ccco2)cc(OC)c1OC (stereo not drawn),-6.0%,-1.9%,7.0%,-3.8%,-2.1%,11.8%,2.7%,-4.8%
COc1ccc(OC)c(-c2cc(C(=O)N3CCN(c4ncccn4)CC3)c3ccccc3n2)c1,-5.5%,-21.2%,2.7%,-7.2%,13.8%,2.1%,2.0%,-17.9%
CC(=O)Nc1ccc(OCC(=O)NC(C)C(C)C)cc1 (stereo not drawn),8.6%,3.6%,-1.3%,6.2%,-11.2%,18.1%,1.8%,i
COc1ccc(CN(C(C)=O)c2ccccc2C(=O)O)cc1,x,x,-3.7%,3.0%,-0.2%,x,-1.0%,-5.1%
COc1ccc(NC(=O)CN2CCN(S(=O)(=O)c3ccc(Cl)cc3)CC2)cc1,-2.1%,u,-3.8%,-2.2%,-2.1%,18.9µM*,-2.2%,-3.3%
N#CCCN(Cc1cccnc1)C(=O)c1sc2cc(F)ccc2c1Cl,u,x,-9.6%[53 µM],5.3%,12.0%,-3.1%,-0.9%[53 µM],3.5%
O=C(CSC1=NCCS1)Nc1ccc(S(=O)(=O)N2CCCCCC2)cc1,u,5.2%,-8.0%,1.0%,6.0%,u,2.0%,i

# A run of entries from further up, for reference:
SMILES,Lamin A splicing,SMN2 splice enh,TRb-SRC2 inh,JMJD2E inh,RGS12 GoLoco inh,ALDH1A1 inh,TexasRed fluor,RECQ1 inh
N#CCCN(Cc1cccnc1)C(=O)c1sc2cc(F)ccc2c1Cl,u,x,-9.6%[53 µM],5.3%,12.0%,-3.1%,-0.9%[53 µM],3.5%
O=C(CSC1=NCCS1)Nc1ccc(S(=O)(=O)N2CCCCCC2)cc1,u,5.2%,-8.0%,1.0%,6.0%,u,2.0%,i

# The list goes on:
SMILES,Lamin A splicing,SMN2 splice enh,TRb-SRC2 inh,JMJD2E inh,RGS12 GoLoco inh,ALDH1A1 inh,TexasRed fluor,RECQ1 inh
COc1ccccc1CNC(=O)CNCC1CCCO1 (stereo not drawn),-0.8%,4.8%,2.5%,u,-0.6%,u,-0.8%,i
O=C(CCc1nnc(C2CCCCC2)o1)NCc1ccc(F)c(F)c1,x,x,-7.6%,1.1%,-5.5%,u,-5.1%,i
COc1ccc(NC(=O)c2cccc(NC(=O)c3ccco3)c2)c(OC)c1,7.6%,-12.1%,-1.0%,-7.1%,-1.3%,8.9%,-4.5%,i
CCO[C@@H]1OC(C(=O)NC2CC2)=C[C@H](c2ccccc2)[C@H]1CCCO,x,x,0.3%,2.7%,0.6%,-7.2%,-1.3%,-10.3%
C=CCc1c(C)nc(SCc2nc3ccccc3c(=O)[nH]2)[nH]c1=O,-18.5%,21.3%,10.1%,3.2%,20.1%,14.1µM*,-0.7%,4.1%
COc1ccc([N+](=O)[O-])c(OC)c1C(=O)NC(=O)Nc1nc(C)cc(C)n1,x,x,1.2%,-1.4%,10.6%,-1.0%,-1.4%,-10.4%
CCC(=O)Nc1ccccc1N1CCN(S(C)(=O)=O)CC1,10.4%,u,-1.1%,0.7%,0.5%,u,1.8%,i
CC(C)CC(c1nnnn1C(C)C)N1CCN(c2ccccc2)CC1 (stereo not drawn),-4.1%,-11.7%,-1.4%,3.4%,-11.1%,-5.3%,1.1%,-9.3%
Cc1nc2ccccn2c1C(=O)N/N=C/c1cc(C)n(-c2ccc(Br)cc2)c1C,u,-45.8%[inhibitor],-6.1%,u,10.1%,u,-1.0%,-7.2%
CCOC(=O)CSc1ncnc2c1c(-c1ccccc1)cn2-c1ccc(OC)cc1,-2.9%,-25.6%&-9.6%,-2.7%&8.7%,u,2.4%,u,-1.1%&2.2%,i
O=C(O)CCCN1C(=O)/C(=C/c2ccncc2)SC1=S,x,x,-3.5%,u,2.3%,x,-1.7%,16.5%
CCOC(=O)c1c(N)c2cc([N+](=O)[O-])ccc2n1C,x,x,-9.1%,-8.6%,-1.4%,x,1.2%,-11.5%
CC(C)(C)C(=O)N1CCC(O)(CS(=O)(=O)Cc2ccc(Cl)cc2)CC1,11.9%,-5.6%,8.1%,-2.2%,5.0%,-7.2%,-0.3%,-14.2%
CSCCC(NC(=O)C1CCC(C)CC1)C(=O)O (stereo not drawn),-0.7%,-4.0%,-22.3%,-7.3%,0.0%,4.3%,1.1%,-12.0%
CCOc1cc(/C=N/NC(=O)c2ccc(CSc3nncn3C)cc2)ccc1OCC(=O)N1CCOCC1,x,11.8%,3.3%,-15.6%,-3.1%,1.3%,-1.0%,0.1%
C=CCn1c(C)cc(C(=O)COC(=O)c2ccc(N)c([N+](=O)[O-])c2)c1C,-1.1%,12.6µM*,-4.4%,-9.2%,-4.0%,-7.2%,2.8%,-0.4%
Clc1nc2ccccc2cc1-c1nnn(-c2ccccc2)n1,x,x,7.2%,u,3.1%,-15.0%,-0.9%,-15.0%
c1ccc2c(c1)NC1(CCCCCC1)n1c-2nc2ccccc21,3.0%,10µM*,-15.5%,u,6.0%,u,-1.5%,-7.0%
CC(C)(C)N(C=C(Cl)Cl)C(=O)NC1CCCCC1,5.7%,2.8%,2.1%,9.9%,0.3%,4.0%,-6.8%,-0.5%
CC1CCCN(C(=O)c2ccccc2OC2CCN(S(C)(=O)=O)CC2)C1 (stereo not drawn),14.9%[46 µM],x,1.0%[53 µM],-13.5%,15.9%,3.2%,-0.5%[53 µM],7.5%
Cc1sc2c(c1C)C(=O)NC(c1cccc(O)c1)N2 (stereo not drawn),u,u,-4.4%,-24.1%,3.7%,-4.8%,1.5%,u
C=C(C)CNC(=S)N/N=C/C1=CCC2CC1C2(C)C (stereo not drawn),-12.5%,-14.8%,-4.7%,1.5%,4.7%,-3.1%,-2.3%,-1.1%
Cn1cccc1-c1nc2ccc(NC(=O)c3ccccc3)cc2[nH]1,8.4%,27.9%,7.4%,4.0%,5.8%,-4.9%,0.8%,-15.8%
Cc1ccc(Cl)cc1-n1c(=O)cc(N2CCN(C(=O)c3ccco3)CC2)[nH]c1=O,-0.3%,2.8%,7.5%,0.3%,22.8%,-9.1%,-0.7%,-3.1%
CNC(=O)C1CC(=O)N(CCCc2ccccc2)C(=Nc2ccccc2)S1 (stereo not drawn),2.8%,3.1%,-2.7%,-4.4%,4.6%,u,-2.3%,-7.9%
CCOC(=O)c1ccc(N2CCCCC2)c(NS(=O)(=O)c2ccc(C)cc2)c1,x,x,1.6%,-23.9%,1.2%,x,-4.2%,-15.5%
Cc1ccc(Cl)cc1NC(=O)Cn1cc2c(n1)CCCC2,-5.7%,-25.5%,-0.3%,0.5%,10.4%,3.6%,-2.7%,-1.9%
CC(=O)Cc1nsc(NC(=O)c2ccc(-c3cccc(Cl)c3)o2)n1,x,19.9%,-4.6%,u,14.9%,u,-7.3%,i
C=CCC(NCc1ccco1)c1ccc(OC)c(OC)c1 (stereo not drawn),4.8%,3.0%,1.5%,11.7%,-0.4%,14.2%,-1.5%,-9.9%
